Bioassay records from PubChem.
CCHF vOTU inh – CCHFV vOTU protease inhibition; Pep-AMC fluorescence; inhibition, % at 11.5 µM; 0.55% of 370,000 active; note: 0% = vehicle wells with enzyme and 100% = no enzyme wells
FadD28 FP inh – blocks FadD28 binding to the bisubstrate probe | fluorescence polarization | inhibition, % at 12.5 µM | 0.22% of 360,000 active | AID 588549; in the data active = inhibition above about 8.5%, passing the limit was not always enough; inconclusive = no clear call, values can overlap the other calls
PrPC surface inh – inhibitors of human cell surface prion protein PrPC | 0.43% of 370,000 active | P04156 | TR-FRET read-out | inhibition, % at 13.8 µM; in the data active = inhibition above about 24%; note: 0% = median of the test wells and 100% = reference compound wells
GDH-TPI inh – GDH-TPI coupled enzyme inhibition counter-screen; GDH-TPI coupled enzyme counterscreen, NADH absorbance; inhibition, % at 4.8 µM; 1.2% of 360,000 active; AID 588335;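 note: 0% = DMSO wells and 100% = wells lacking the enzyme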
BoNT-A LC inh2 – inhibitors of Botulinum neurotoxin A light chain protease; multiplex microsphere protease substrate cleavage, flow cytometry; inhibition, % at 10 µM; 0.17% of 360,000 active; in the data active = inhibition above about 30%; inconclusive = no clear call, values can overlap the other calls; note: plate controls were buffer without enzyme for full effect and enzyme alone for no effect
UGM FP inh – Mtb UDP-galactopyranose mutase inhibition; purified UGM, fluorescence polarization probe displacement; AID 504406; 0.06% of 320,000 active; inhibition, % at 10 µM; in the data active = inhibition above about 10%, passing the limit was not always enough; inconclusive = no clear call, values can overlap the other calls
Target sequence (P9WIQ1 whole entry, looked up): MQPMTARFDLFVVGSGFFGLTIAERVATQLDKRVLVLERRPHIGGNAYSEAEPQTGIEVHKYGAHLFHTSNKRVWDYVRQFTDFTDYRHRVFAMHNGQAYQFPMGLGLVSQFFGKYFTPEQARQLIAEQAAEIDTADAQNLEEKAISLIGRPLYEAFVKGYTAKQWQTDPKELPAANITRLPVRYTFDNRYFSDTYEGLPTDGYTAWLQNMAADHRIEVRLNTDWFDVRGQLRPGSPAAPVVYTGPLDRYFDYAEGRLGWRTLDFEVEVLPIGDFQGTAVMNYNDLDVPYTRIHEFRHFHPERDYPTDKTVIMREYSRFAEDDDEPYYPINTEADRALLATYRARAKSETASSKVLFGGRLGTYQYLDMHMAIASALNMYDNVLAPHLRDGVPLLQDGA
BoNT-F LC inh – inhibitors of Botulinum neurotoxin F light chain protease | Multiplex microsphere protease cleavage assay, flow cytometry | inhibition, % at 10 µM | 0.22% of 360,000 active; in the data active = inhibition above about 35%, passing the limit was not always enough; inconclusive = no clear call, values can overlap the other calls; note: plate controls were buffer without enzyme for full effect and enzyme alone for no effect
Mtb BioA inh – inhibitors of Mycobacterium tuberculosis BioA enzyme | purified M. tuberculosis BioA enzyme, plate reader | inhibition, % at 9.99 µM | 0.096% of 360,000 active | AID 602481; in the data active = inhibition above about 40%; inconclusive = no clear call, values can overlap the other calls
Mtb FBA inh – Mtb fructose-bisphosphate aldolase inhibition. purified M. tuberculosis FBA, fluorescence read-out. 2.3% of 360,000 active. inhibition, % at 1 µM; in the data active = inhibition above about 27%;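 note: 0% = vehicle and 100% = reference inhibitor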
Target sequence (P9WQA3 whole entry, looked up): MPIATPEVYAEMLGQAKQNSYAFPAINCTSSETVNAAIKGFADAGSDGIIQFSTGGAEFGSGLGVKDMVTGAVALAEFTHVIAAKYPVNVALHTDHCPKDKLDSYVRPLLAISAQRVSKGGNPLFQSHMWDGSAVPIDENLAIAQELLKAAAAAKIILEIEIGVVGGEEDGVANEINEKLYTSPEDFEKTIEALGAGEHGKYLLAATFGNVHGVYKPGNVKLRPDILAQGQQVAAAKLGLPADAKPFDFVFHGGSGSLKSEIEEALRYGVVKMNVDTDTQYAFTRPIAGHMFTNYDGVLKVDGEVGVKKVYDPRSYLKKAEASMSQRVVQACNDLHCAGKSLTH
Numbers without * were called inactive; ? = inconclusive; · = not tested or not shown. Cut-off read from the data, not from the text of the source, unless noted: active = inhibition above about 30%; inactive = the rest.

SMILES | CCHF vOTU inh | FadD28 FP inh | PrPC surface inh | GDH-TPI inh | BoNT-A LC inh2 | UGM FP inh | BoNT-F LC inh | Mtb BioA inh | Mtb FBA inh
O=C(O)Cn1nnnc1SCC(=O)Nc1ccc(F)cc1F | 15 | -0.7 | 13 | 14 | 1.0 | -0.4 | 2 | 0.0 | 5
Cc1c(C(=O)N(Cc2nccn2C)C(C)C)oc2c(F)cccc12 | 11 | -2.8 | -4 | -2 | -0.2 | 2.0 | -6 | 0.3 | 1
CN(C)c1ccc(C(=O)Nc2cccc(S(=O)(=O)NC3=NCCCCC3)c2)cc1 | 14 | -2.3 | 1 | 31* | 0.0 | -2.4 | 6 | 1.4 | -1
COC(=O)c1ccc(CSc2ccc3nnc(-c4ccccn4)n3n2)o1 | -8 | -2.7 | -3 | 12 | -0.1 | -1.0 | -2 | 4.1 | -2
CN(C(=O)c1cccc(NC(=O)Cc2ccc([N+](=O)[O-])cc2)c1)C1CC1 | 1 | -2.3 | -3 | 0 | -0.1 | 4.1 | 2 | -0.7 | -1
CCN(CC)C(=O)CSc1nnc([C@@H](N)Cc2ccccc2)o1 | -11 | -2.1 | -1 | 11 | -0.3 | 1.3 | -10 | 0.0 | 4
CCCOC1CCCN(C(=O)CCCn2nnnc2CN2CCOCC2)C1 (configuration not stated) | -6 | 0.6 | 2 | 9 | 0.5 | -2.4 | 14 | 0.0 | 4
Cc1ccc(S(=O)(=O)N(C)CC(=O)O/N=C(\N)c2cccc(Br)c2)cc1 | 0 | 0.6 | 7 | 4 | 1.1 | 4.1 | 3 | -0.6 | 1
Cc1cnc(C(=O)N(c2ccccc2)C(c2ccccc2)c2nc3ccccc3[nH]2)cn1 (configuration not stated) | -5 | -3.0 | 1 | · | 0.2 | · | -1 | 0.9 | -3
O=C(NCc1ccc(F)cc1)C1CCCN1C(=O)Nc1ccccc1 (configuration not stated) | -1 | 1.6 | 8 | 0 | -2.1 | 1.3 | -32 | -0.3 | 1
COC(=O)c1sccc1NS(=O)(=O)c1ccc(F)cc1F | -6 | 2.1 | 0 | -3 | -0.2 | 1.4 | 5 | 2.5 | 0
COC(=O)[C@H](Cc1ccccc1)NC(=O)/C=C/[C@H]1O[C@@H](n2cc(C)c(=O)[nH]c2=O)C[C@@H]1O | -4 | -0.3 | -2 | · | -2.0 | · | -16 | -0.9 | -2
O=C(CCc1ccccc1)N=C1SC2CS(=O)(=O)CC2N1c1ccccc1F (configuration not stated) | 9 | -3.4 | 1 | 8 | -0.2 | 2.5 | -3 | · | -1
N#C/C(=C\c1ccc(-c2cccc(C(F)(F)F)c2)o1)C(=O)Nn1cnnc1 | 4 | -3.0 | -7 | 5 | -0.1 | 3.3 | 0 | -0.7 | 3
COc1cccc(NC(=O)COC(=O)CCCC2=NS(=O)(=O)c3ccccc3N2)c1 | -11 | -1.5 | 0 | -1 | -0.5 | 1.7 | 5 | 1.1 | 1
O=C(O)C(=Cc1ccccc1[N+](=O)[O-])c1ccccc1 | 9 | -0.2 | -13 | 14 | 0.1 | · | 2 | 0.0 | 4
CN1C(=O)N(C)C(c2ccccc2Cl)C2=C1CC(C)(C)CC2=O (configuration not stated) | -2 | · | 6 | 8 | -0.4 | -3.3 | -24 | · | 0
COc1ccccc1CNC(=O)Cn1c(=O)c2cccn2c2cccnc21 | 3 | -1.3 | 4 | 11 | 1.6 | 0.9 | 0 | -1.0 | 10
CN(C(=O)CSc1nnc(-c2ccccc2F)n1N)C1CCCCC1 | 20 | -3.6 | 2 | -3 | 1.2 | -1.9 | 4 | -0.1 | -4
Cc1c(C(=O)N2CCOCC2)oc2c1C(=O)CC(C)(C)C2 | -8 | -0.3 | -1 | 5 | 0.2 | 1.9 | -5 | · | 3
COc1ccc(Br)cc1CNC(=O)CCc1nc(-c2ccccc2F)no1 | 6 | -5.6 | 0 | -2 | 0.6 | 3.1 | -13 | -4.9 | 0
O=C(C1CC1)N1N=C(c2ccc(Br)cc2)CC1(O)C(F)(F)F (configuration not stated) | 8 | -2.5 | -12 | 6 | 0.4 | -2.7 | 2 | 0.7 | 3
CCn1cc(CN2CCC(n3nccc3NC(=O)c3cccc(F)c3)CC2)c(C)n1 | -10 | 2.5 | -3 | -14 | 0.3 | -2.5 | 0 | -1.4 | 6
COC(=O)c1c(NC(=O)c2ccccc2)sc2c1CC(C)(C)OC2 | -3 | 0.0 | 1 | 15 | ? | 3.5 | -2 | · | 1
CCc1ccc(OS(=O)(=O)c2cn(C)c(=O)n(C)c2=O)cc1 | 3 | -2.8 | -2 | 1 | -0.6 | -3.1 | 4 | · | -1

(list continues)
SMILES | CCHF vOTU inh | FadD28 FP inh | PrPC surface inh | GDH-TPI inh | BoNT-A LC inh2 | UGM FP inh | BoNT-F LC inh | Mtb BioA inh | Mtb FBA inh
N#Cc1cccnc1N1CCN(C(=O)c2cccc3c2C(=O)c2ccc(Cl)cc2S3(=O)=O)CC1 | 14 | -1.7 | -42 | 6 | -0.1 | 4.7 | 0 | -3.0 | 3
O=C(CSc1nncn1-c1ccccc1)Nc1ccc(F)cc1F | 11 | -2.9 | -3 | -14 | 0.1 | -0.3 | -2 | -1.0 | -2
O=C(CSc1nnc(CN2CCOCC2)n1-c1ccccc1)Nc1ccc(Cl)cc1 | -3 | -1.3 | 1 | 2 | -0.4 | -1.3 | -7 | 4.8 | 1
CCOC(=O)CN1C(=O)N[C@H](c2ccc(Br)cc2)C(C(C)=O)=C1C | -5 | -0.7 | 4 | 2 | -0.3 | -0.1 | -9 | -1.2 | 0
O=C(NNC(=O)c1cc(-c2ccncc2)nc2ccccc12)c1ccccc1F | 7 | -1.4 | -5 | 5 | 5.7 | 0.2 | 0 | -0.5 | -4
C[C@]12CC[C@H](N)CC1=CCC1C2CC[C@@]2(C)C1CC[C@@H]2O (some centres not stated) | -10 | -1.7 | -1 | 3 | 0.2 | 3.6 | 4 | · | 6
CCCCN(C)C(=O)C1CCN(c2ccc(S(=O)(=O)N3CCOCC3)cc2[N+](=O)[O-])CC1 | 10 | -0.2 | -11 | 14 | -3.0 | 1.7 | 4 | -1.8 | -1
COc1cc(CN2CCC(n3nccc3NC(=O)CCCc3ccccc3)CC2)ccc1F | -2 | -3.3 | -11 | -4 | 1.6 | 1.3 | 1 | 0.9 | 5
COc1cc(CNC(=O)C2CCCN2S(=O)(=O)c2ccccc2)cc(OC)c1OC (configuration not stated) | 4 | 1.5 | 0 | 0 | 0.1 | -0.5 | 6 | -0.7 | -2
CCOC(=O)N1CCC(NC(=O)C2CCN(C(=O)c3cc4sccc4n3CC)CC2)CC1 | 1 | -1.7 | 9 | 7 | -0.6 | 2.4 | -3 | 0.2 | -1
O=C(O)[C@H](Cc1ccccc1)NC(=O)N1CCOCC1 | 2 | -3.1 | 2 | -7 | -0.3 | 0.9 | -1 | 1.4 | -1
COc1ccccc1NC(=S)NN1CCN(C)CC1 | 0 | -2.4 | -12 | -5 | -0.8 | -2.5 | -4 | · | -4
CC(C)C[C@H](NC(=O)c1[nH]cnc1C(=O)Nc1ccccc1F)C(=O)OC(C)(C)C | 17 | -6.2 | -7 | -15 | -0.2 | · | -4 | 0.6 | 2
CC[n+]1c(/C=C/Nc2ccccc2)oc2ccc(OC)cc21 | 8 | -0.8 | -5 | 3 | -0.2 | -2.6 | -1 | · | 8
CSc1ccccc1OCc1cc(C(=O)N2CCSCC2)no1 | 0 | 0.7 | 4 | 3 | 1.2 | -0.6 | -3 | 0.7 | -4
CNC(=S)N1CCN=C1Nc1nc(C)cc(C)n1 | 1 | -2.6 | 0 | -5 | -0.5 | -1.1 | 0 | -0.5 | -6
COC(=O)c1ccccc1NC(=O)CSc1nc(O)c(-c2ccccc2)c(=O)[nH]1 | -14 | 0.2 | -16 | 0 | -0.2 | 4.8 | -2 | · | 2
CCC(C)c1ccccc1NC(=O)COC(=O)c1ccc(N2CCCC2)c([N+](=O)[O-])c1 (configuration not stated) | -4 | 1.5 | -3 | 11 | -0.3 | 2.0 | -7 | · | -4
O=C(NCc1ccncc1)[C@@H]1CCCN1C(=O)[C@@H]1CCCN1 | -8 | · | -6 | · | -0.2 | · | -12 | · | ·
COC(=O)C12OCC34C(CC5C(C)=C(O)C(=O)CC5(C)C3C(O)C1O)OC(=O)C(OC(=O)/C=C(\C)C(C)C)C24 (configuration not stated) | 4 | 1.0 | 100* | 15 | 0.1 | · | -7 | · | 3
CCn1c(SCC(=O)Nc2cc(C)on2)nnc1-c1ccc(OC)cc1 | -1 | -3.9 | 8 | 7 | 0.3 | 2.4 | -1 | · | 2
O=C(Nc1ccc(NC(=O)c2cccs2)c(Cl)c1)c1ccco1 | -11 | -2.8 | -1 | -4 | 0.7 | 0.9 | 0 | · | -2
OCCN(Cc1ccccn1)Cc1ccccn1 | · | -3.6 | · | · | -1.9 | · | -8 | · | -1
CCNC(=S)NCc1ccc2[nH]c(C)cc2c1 | -3 | 0.3 | 0 | 16 | 10 | -0.9 | -73 | -1.0 | 5
COC(=O)c1ccc2c(c1)S(=O)(=O)NC(=NCc1ccco1)S2 | -3 | -0.2 | 5 | 5 | -0.4 | 1.7 | -11 | 9.0 | -2

Next part.
SMILES | CCHF vOTU inh | FadD28 FP inh | PrPC surface inh | GDH-TPI inh | BoNT-A LC inh2 | UGM FP inh | BoNT-F LC inh | Mtb BioA inh | Mtb FBA inh
N#Cc1c(OCC(=O)c2ccccc2)nc2c(c1-c1ccco1)CCc1ccccc1-2 | 2 | -3.9 | -6 | 3 | 5.1 | 0.3 | 7 | 2.9 | 12
CCOC(=O)C1=C(C)Nc2nc(SCC)[nH]c(=O)c2C1c1ccncc1 (configuration not stated) | -11 | -2.2 | 0 | 12 | 0.7 | 1.1 | 8 | -1.3 | -2
NC(CSS(=O)(=O)O)=NCCC12CC3CC(CC(O)(C3)C1)C2 | -5 | -2.6 | -5 | -4 | 0.4 | 1.2 | 0 | · | -2
O=C(CCn1nnc2ccccc21)OCC(=O)c1ccc([N+](=O)[O-])cc1 | 7 | -1.4 | 4 | -8 | 3.4 | 1.3 | -2 | -1.9 | -1
O=C(COc1ccccc1)NC(=S)Nc1cccc([N+](=O)[O-])c1 | -9 | -3.1 | -13 | 3 | -0.1 | 0.3 | -3 | -0.9 | -2
Fc1ccc(-n2cc(CNCCc3ccccn3)c(-c3ccccc3Cl)n2)cc1 | -1 | -6.5 | 9 | -11 | -0.4 | 0.9 | -9 | 3.4 | -1

Structural class, the compounds so far containing a furan ring, fused or not.
SMILES | CCHF vOTU inh | FadD28 FP inh | PrPC surface inh | GDH-TPI inh | BoNT-A LC inh2 | UGM FP inh | BoNT-F LC inh | Mtb BioA inh | Mtb FBA inh
Cc1c(C(=O)N(Cc2nccn2C)C(C)C)oc2c(F)cccc12 | 11 | -2.8 | -4 | -2 | -0.2 | 2.0 | -6 | 0.3 | 1
COC(=O)c1ccc(CSc2ccc3nnc(-c4ccccn4)n3n2)o1 | -8 | -2.7 | -3 | 12 | -0.1 | -1.0 | -2 | 4.1 | -2
N#C/C(=C\c1ccc(-c2cccc(C(F)(F)F)c2)o1)C(=O)Nn1cnnc1 | 4 | -3.0 | -7 | 5 | -0.1 | 3.3 | 0 | -0.7 | 3
Cc1c(C(=O)N2CCOCC2)oc2c1C(=O)CC(C)(C)C2 | -8 | -0.3 | -1 | 5 | 0.2 | 1.9 | -5 | · | 3
O=C(Nc1ccc(NC(=O)c2cccs2)c(Cl)c1)c1ccco1 | -11 | -2.8 | -1 | -4 | 0.7 | 0.9 | 0 | · | -2
COC(=O)c1ccc2c(c1)S(=O)(=O)NC(=NCc1ccco1)S2 | -3 | -0.2 | 5 | 5 | -0.4 | 1.7 | -11 | 9.0 | -2
N#Cc1c(OCC(=O)c2ccccc2)nc2c(c1-c1ccco1)CCc1ccccc1-2 | 2 | -3.9 | -6 | 3 | 5.1 | 0.3 | 7 | 2.9 | 12
